# XIAP antagonists: small molecules displacing peptide from XIAP – biochemical, IAP family, fluorescence polarization (AID 1018); XIAP BIR domain, fluorescence polarization peptide displacement; higher % means a stronger effect; displacement, % at 20 µM, or IC50 in µM where a hit was titrated; actives 0.007% (n = 200,000); in the data active = displacement above about 50%; note: a part of the inactive calls stands beside numbers as strong as those of hits
# P. falciparum M17LAP: P. falciparum M17LAP inhibitors, primary screen, biochemical, fluorogenic H-Leu-NHMec substrate, 1536-well (AID 1619) | recombinant M17LAP, H-Leu-NHMec fluorogenic kinetic assay; higher % means a stronger effect | actives 0.38% (n = 220,000) | one-dose inhibition, % at 30 µM; IC50 in µM for titrated hits;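 active = compound inhibiting the enzyme by more than half at any dose during confirmatory dose-response retesting; inconclusive = strong single-dose inhibitors picked by rank but not retested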;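 note: plate controls were full reaction with DMSO carrier for no effect and no enzyme background for full effect; strong numbers were not always called active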
# NOD2 inhibition: NOD2 signaling inhibitors, cell-based, luminescence, uHTS, HEK293 (AID 1566) | inhibition, % at 4 µM, or EC50 in µM where a hit was titrated | HEK293 NOD2/NF-kB luciferase reporter, luminescence; higher % means a stronger effect | actives 0.63% (n = 290,000); note: many of its hits are not listed in these tables
# LYP phosphatase: PTPN22 lymphoid phosphatase activity blockers – biochemical, fluorescence intensity, uHTS (AID 1779); one-dose inhibition, % at 11.5 µM; IC50 in µM for titrated hits; recombinant LYP phosphatase, fluorescence intensity; higher % means a stronger effect; actives 0.054% (n = 290,000);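 note: plate controls were vehicle with enzyme for no effect and no enzyme for full effect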
# Siah-1 displacement: Siah-1 peptide-binding antagonists, primary screen, biochemical, fluorescence polarization, rhodamine-plectin, uHTS (AID 1817). displacement, % at 20 µM, or IC50 in µM where a hit was titrated. Siah-1 / rhodamine-plectin peptide fluorescence polarization; higher % means a stronger effect. actives 0.02% (n = 290,000);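 active = displacement of at least 50% at 20 µM, with a fluorescence ratio check between 0.3 and a set limit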;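 note: plate controls were Siah plus tracer with DMSO for no effect and tracer alone without Siah for full effect; strong numbers were not always called active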
# CSM14.1 death rescue: protection against thapsigargin-triggered cell killing – 384-well, CSM14.1, ATP luminescence, primary screen (AID 1222). CSM14.1 thapsigargin-induced death rescue, ATP luminescence; higher % means a stronger effect. 190,000 tested, under 10 active. cellular ATP content (survival), % at 20 µM; hits with a dose series show EC50 in µM;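 active = EC50 below 50 µM in the dose-response confirmation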;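 note: death triggered by thapsigargin at about 15 µM added after 2 h compound pretreatment; cell ATP read after overnight thapsigargin exposure of roughly 18 to 22 hours; normalized against plate controls of thapsigargin alone and 5% DMSO vehicle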
# M1AAP inhibition: P. falciparum M1AAP inhibitors, biochemical, fluorogenic H-Leu-NHMec substrate, 1536-well (AID 1445) | recombinant M1AAP, H-Leu-NHMec fluorogenic kinetic assay; higher % means a stronger effect | one-dose inhibition, % at 30 µM; IC50 in µM for titrated hits | actives 0.42% (n = 220,000);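 active = primary inhibition above the hit cutoff, then over 50% inhibition at one or more dose response concentrations, cut at about 23% in these data, passing the limit was not always enough; inconclusive = conflicting primary data, or primary hits not chosen for dose response; inactive = low primary inhibition, or under 50% at every dose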;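 note: plate controls were DMSO full reaction for no effect and no enzyme background for full effect; strong numbers were not always called active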
# AID2073: inhibitors of Mint1-CaV2.2 protein interaction, biochemical, HTRF (AID 2073); HTRF protein-protein interaction, Mint1-CaV2.2; higher % means a stronger effect; inhibition, % at 20 µM, or IC50 in µM where a hit was titrated; actives 0.19% (n = 290,000); in the data active = inhibition mostly above about 51%, no sharp cut-off; inconclusive = no clear call, values can overlap the other calls; inactive = mostly below about 53%; note: some results filed as inactive read as strong as hits
# Lipid droplet: hepatic lipid droplet formation modulation. actives 0.4% (n = 240,000). inhibition, % at 6.5 µM. AML12 mouse hepatocytes, oleate lipid droplets, BODIPY imaging;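 active = lipid droplet intensity inhibited by at least 50%, with more than 500 cells counted; inconclusive = wells with under 300 cells, treated as cytotoxic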
#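 Test system: AML12 hepatocytes (mouse); reagent: oleate loading, 100 µM; dosing: one dose, 6.5 µM compound; incubation: overnight exposure; signal: fluorescence imaging, 20x objective, two fields per well; read-out basis: % inhibition of corrected integrated BODIPY droplet signal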
# Lipid droplet cells 6.5 µM: further read-out of Lipid droplet, marked with its call; cell count; measured here: cell count, cytotoxicity flag;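 cells counted across two imaged fields per well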
# * hit, by the source's call; ? = inconclusive; . = not tested or not shown. Cut-off read from the data, not from the text of the source, unless noted: active = inhibition above about 50%; inactive = the rest.
mol	XIAP antagonists	P. falciparum M17LAP	NOD2 inhibition	LYP phosphatase	Siah-1 displacement	CSM14.1 death rescue	M1AAP inhibition	AID2073	Lipid droplet	Lipid droplet cells 6.5 µM
CCOC(=O)C1(Cc2cccc(Cl)c2)CCCN(C(=O)C2CC2)C1 (stereo not drawn)	-3.2%	0%	-11%	-3%	3%	-0.8%	-1%	-4%	11	714
COc1cccc(CN2CCN(Cc3nc(-c4cccs4)oc3C)CC2CCO)c1 (stereo not drawn)	-9.0%	-3%	15%	-3%	-1%	2.4%	-8%	-5%	-10	653
Cc1ccc(NC(=S)NNC(=S)NC2CCCCC2)cc1	-3.8%	15%	10%	-6%	4%	-0.6%	-2%	32%	-7	768
O=C1CC(c2cccnc2)c2cc3c(cc2N1)OCO3 (stereo not drawn)	-11%	-1%	3%	-4%	-4%	.	-4%	6%	21	605
COc1cccc2c1OCC(CN1CCN(Cc3ccccc3F)C(CCO)C1)=C2 (stereo not drawn)	.	.	0%	-2%	1%	.	.	-5%	-2	821
COc1ccc(CCC(=O)Nc2nnc(C(C)(C)C)s2)cc1	.	.	4%	-12%	3%	.	.	6%	-14	790
C=CCN1C(=O)[C@@H]2Cc3c([nH]c4ccccc34)C(c3cc(OC)c(OC)c(OC)c3)N2C1=S (stereo partly drawn)	.	.	-32%	-4%	-2%	.	.	7%	4	866
COc1ccc(C)cc1S(=O)(=O)N(C)CC(=O)N1CCN(C)CC1	-2.9%	4%	10%	-9%	-4%	-0.5%	0%	1%	-10	823
Cc1cc(C)c2[nH]c(C(=O)Nc3ccc(F)cc3Br)cc2c1	.	.	-28%	2%	4%	.	.	15%	-22	794
Cc1[nH]n(-c2ccccc2)c(=O)c1C=Nc1ccc(S(=O)(=O)N(C)C)cc1	-2.2%	11%	-4%	-1%	9%	0.1%	11%	3%	12	633
COc1ccc2c(c1)CCc1cn[nH]c1-2	.	.	-5%	-8%	-5%	.	.	2%	.	.
Cc1ccc(N(C(=O)c2csnn2)C(C(=O)NC2CCCC2)c2cccnc2)c(C)c1 (stereo not drawn)	.	.	1%	-10%	-3%	.	.	2%	28	718
CN(C)C(=O)c1c(NC(=O)c2ccccc2)sc2c1CCC2	.	.	19%	-8%	1%	.	.	-8%	1	823
Cn1c(=O)c(C(=O)NCCO)c(O)c2ccccc21	2.1%	3%	-13%	-8%	1%	-1.0%	4%	-1%	5	726
COc1ccc(/C(C)=N/NC(=O)CNC(=O)c2cccs2)cc1	-3.0%	5%	12%	-2%	2%	-0.6%	17%	-13%	1	741
CC(C)CCNC(=O)CN(CCCN1CCOCC1)C(=O)Cn1nnc(-c2ccc(F)cc2)n1	-0.9%	13%	9%	-4%	-3%	1.2%	4%	8%	.	.
O=[N+]([O-])c1cccnc1S(=O)(=O)c1ccccc1	.	.	.	-15%	-3%	.	.	6%	8	708
CC(C(=O)c1ccccc1)[n+]1cccc(C(N)=O)c1 (stereo not drawn)	.	-4%	17%	-5%	7%	.	-1%	-1%	6	704
N#CCCN(Cc1ccccc1)C(=O)Nc1ccccc1	.	-3%	4%	-5%	2%	.	3%	4%	.	.
CCc1cc(=O)oc2cc(OCC(=O)NCCCn3ccnc3)ccc12	.	.	5%	-7%	-2%	.	.	10%	-8	741
O=C(c1ccco1)N(Cc1ccc(Cl)cc1)Cc1ccco1	.	.	-4%	-4%	-2%	.	.	13%	-15	684
CCCC(=O)Nc1ccc(NC(=S)NC(=O)c2cccs2)cc1	-1.8%	16%	24%	-6%	0%	2.9%	6%	0%	42	731
CCOc1ccccc1N1CCN(CC(=O)Nc2nc(C)c(C(=O)N(C)C)s2)CC1	.	.	0%	1%	-1%	.	.	6%	-5	859
Cc1ccc(S(=O)(=O)N(C)C)cc1[N+](=O)[O-]	.	8%	2%	-8%	8%	.	8%	6%	-6	657
COc1ccc2nc3sc(C(=O)NCCCN4CCc5ccccc5C4)cc3cc2c1	-3.8%	23%	-11%	-1%	-8%	-3.6%	10%	-8%	-28	645
O=C(NC1CCCCC1)C(c1ccc2ncccc2c1)N(Cc1ccc2c(c1)OCO2)C(=O)c1ccc2c(c1)OCCO2 (stereo not drawn)	-3.9%	-6%	17%	6%	10%	21µM*	-1%	?	-9	619
O=C(CSc1ccccn1)Nc1nc2c(ccc3ccccc32)s1	-8.2%	-8%	3%	-1%	10%	11%	2%	5%	14	632
O=C(COC(=O)CCC(=O)c1cccs1)Nc1ccc(S(=O)(=O)N2CCOCC2)cc1	-5.2%	7%	-16%	-10%	-6%	.	-2%	9%	.	.
COc1ccc(OCC(O)CN2CCN(c3ncccn3)CC2)cc1 (stereo not drawn)	-14%	21%	3%	-8%	1%	-0.4%	10%	2%	-7	639
CCCc1cc(=O)[nH]c(SCC(=O)c2c(N)n(C)c(=O)n(C)c2=O)n1	-3.6%	-10%	18%	3%	0%	-0.5%	4%	3%	.	.
O=C(c1coc(=O)c2ccccc12)N1CCN(Cc2ccccc2)CC1	-4.2%	-6%	12%	-1%	4%	-1.5%	2%	5%	.	.
O=C(CSc1nc2c([nH]c3ccccc32)c(=O)n1-c1ccc(F)cc1)NCc1ccco1	-12%	-2%	-8%	-4%	-3%	-2.3%	1%	28%	-6	596
CC(=O)N1CCCN(Cc2cn(-c3ccc(C)cc3)nc2-c2cccc(C)c2)CC1	-8.0%	.	16%	-11%	-5%	2.7%	.	-1%	3	578
Cc1cc(-c2ccc(N3C(=O)CCC3=O)c(C)c2)ccc1N1C(=O)CCC1=O	-2.3%	-10%	16%	-8%	-1%	2.2%	1%	-5%	.	.
CC1(C)Cc2c(C#N)c(N3CCN(C(=O)c4ccco4)CC3)nc(Cc3ccccc3)c2CO1	-3.8%	4%	3%	-4%	-2%	0.6%	13%	6%	.	.
O=C(CCSc1nnc(-c2ccncc2)o1)Nc1ccc(F)cc1	-0.2%	5%	13%	-7%	-4%	-1.9%	-3%	1%	.	.
O=C(Nc1cccc(C(F)(F)F)c1)c1cnc2n(c1=O)CCS2	-5.5%	-8%	-1%	-8%	1%	-0.6%	2%	1%	.	.
COc1cccc(NC(=O)c2cc(OC)c(OC)c(OC)c2Br)c1	-4.4%	-3%	-2%	0%	0%	0.8%	7%	-10%	-14	615
Cc1ccccc1N1CCN(C2CCCN(C(=O)c3ccnn3C)C2)CC1 (stereo not drawn)	.	.	2%	-8%	1%	.	.	7%	-14	812
Cc1ccc(S(=O)(=O)NC(=O)c2ccc(Br)o2)cc1	-1.5%	8%	-1%	-6%	4%	-5.5%	0%	5%	-30	727
Cc1ccc(-c2cc(C(=O)N/N=C/C=C/c3ccccc3)n[nH]2)o1	-1.6%	-14%	2%	4%	16%	-2.0%	6%	1%	1	597
COCC(=O)N(CCN(C)C)Cc1cc2cc3c(cc2nc1Cl)OCO3	-7.2%	-1%	27%	-5%	-4%	1.0%	1%	-9%	-6	773
c1ccc2[nH]c(N3CCOCC3)nc2c1	-4.9%	2%	1%	-6%	-3%	-1.7%	1%	0%	.	.
Cc1ccc(-n2nnnc2-c2cnc3ccc(Cl)cc3c2-c2ccccc2)cc1	-1.4%	-1%	-46%	3%	3%	-0.4%	-1%	7%	.	.
CCOC(=O)C(CC)Sc1ccc2nnc(CCNS(=O)(=O)c3ccccc3)n2n1 (stereo not drawn)	-8.0%	-1%	9%	-4%	0%	31%	5%	5%	6	678
CC(C)C(=O)Nc1ncc2c(n1)CC(c1cccs1)CC2=O (stereo not drawn)	-5.2%	21%	-6%	-4%	1%	-1.8%	5%	14%	0	747
C=CCN(c1ccccc1C(=O)NCC(=O)O)S(=O)(=O)c1ccc(C)cc1	.	7%	18%	-4%	3%	.	7%	8%	11	722
COc1ccc2[nH]c3nc(SCC(=O)Nc4ccc5c(c4)OCO5)nnc3c2c1	-2.6%	8%	-12%	-3%	-4%	-1.1%	7%	-2%	14	797
COc1ccc(-n2c(=S)[nH]c3cc(C(=O)N4CCN(c5ccccc5)CC4)ccc3c2=O)c(OC)c1	.	.	17%	-2%	6%	.	.	-13%	14	734
C=Cn1c(C(=O)O)ccc1-c1ccc(OC)cc1	-4.2%	16%	9%	4%	3%	-1.7%	-1%	17%	-3	724

# Other entries.
mol	XIAP antagonists	P. falciparum M17LAP	NOD2 inhibition	LYP phosphatase	Siah-1 displacement	CSM14.1 death rescue	M1AAP inhibition	AID2073	Lipid droplet	Lipid droplet cells 6.5 µM
COCC(=O)Nc1cc(C)cn(Cc2c(F)cccc2Cl)c1=O	.	.	12%	-10%	-7%	.	.	5%	0	827
Cc1sc2ncnc(NCC(c3ccco3)N3CCCC3)c2c1C (stereo not drawn)	-4.8%	0%	14%	-7%	-3%	-2.2%	5%	0%	.	.
COc1ccccc1NS(=O)(=O)c1cc(NC(=O)/C=C/c2cccs2)ccc1N1CCOCC1	-20%	-10%	-8%	5%	0%	0.8%	6%	12%	5	580
O=[N+]([O-])c1ccc(CSc2nc3ccccc3o2)cc1	2.7%	10%	-131%	-3%	-1%	-1.7%	4%	-9%	.	.
O=C(CCCCCN1C(=O)CCC1=O)Nc1ccc(Cl)c(C(F)(F)F)c1	-22%	-2%	21%	-7%	0%	-3.1%	8%	-7%	-2	821
C/C(=N\NC(=S)NC1CCCCC1)c1ccc(C)o1	-8.8%	-3%	-8%	-3%	-4%	-0.2%	1%	0%	-1	712
CCOC(=O)/C(=C\c1ccc(C)cc1)NC(=O)c1ccccc1	-2.6%	6%	20%	-4%	2%	-1.1%	3%	11%	-6	646
C/C=C/c1ccc(OCC(=O)OCc2csc(CC(=O)Nc3ccccc3C)n2)c(OC)c1	.	.	10%	1%	-2%	.	.	5%	0	836
O=C1NC[C@H](Cc2ccc(O)cc2)N(CCc2cccc3ccccc23)C1=O	.	-2%	-6%	-10%	1%	.	8%	6%	-19	728
CCc1c(C)[nH]c2ccc(OC)cc2c1=S	-4.2%	-9%	18%	-8%	4%	2.1%	7%	-42%	-9	764
N#C/C(=C\c1cccnc1)C(=O)Nc1ccc(O)cc1F	.	.	-9%	-7%	14%	.	.	-8%	-2	827

# Screening results from PubChem.

# The list is partial. The share of hits here may be higher or lower than overall.
